High-throughput results: PubChem, National Center for Advancing Translational Sciences (NCATS)
FUS yeast rescue: suppressors of FUS proteinopathy in yeast; Potency, µM (series often up to 76.6 µM), for inactives: at the highest dose growth rescue (activation), usual class: activators; 390,000 compounds, 0.24% hits; S. cerevisiae FUS-expressing, growth rescue, OD600, 24 h;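 further: potency means the concentration at half of the fitted maximal effect; plate controls were DMSO vehicle for no effect and reference control for full effect; nearly all actives have a fitted effect of over 55% in size; some results filed as inactive show a strong effect at the top dose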
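Restored growth of FUS-toxic S. cerevisiae, read as 600 nm absorbance after 24 h at 30C in galactose medium (starting OD 0.005). Controls CP55940 and DMSO.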
WRN helicase inh: inhibitors of human WRN helicase; 360,000 compounds, 0.46% hits; Q14191; WRN helicase unwinding, fluorescent forked duplex, kinetic; AID 651768; Potency, µM (highest dose often 114 µM), inactives show top-dose activity change, negative = inhibition, actives largely listed as inhibitors; further: potency means the concentration at half of the fitted maximal effect; on the % scale 0 is the no-effect control and ±100 the full control effect; nearly all actives have a fitted effect of over 55% in size
Target sequence (Q14191 whole entry, looked up): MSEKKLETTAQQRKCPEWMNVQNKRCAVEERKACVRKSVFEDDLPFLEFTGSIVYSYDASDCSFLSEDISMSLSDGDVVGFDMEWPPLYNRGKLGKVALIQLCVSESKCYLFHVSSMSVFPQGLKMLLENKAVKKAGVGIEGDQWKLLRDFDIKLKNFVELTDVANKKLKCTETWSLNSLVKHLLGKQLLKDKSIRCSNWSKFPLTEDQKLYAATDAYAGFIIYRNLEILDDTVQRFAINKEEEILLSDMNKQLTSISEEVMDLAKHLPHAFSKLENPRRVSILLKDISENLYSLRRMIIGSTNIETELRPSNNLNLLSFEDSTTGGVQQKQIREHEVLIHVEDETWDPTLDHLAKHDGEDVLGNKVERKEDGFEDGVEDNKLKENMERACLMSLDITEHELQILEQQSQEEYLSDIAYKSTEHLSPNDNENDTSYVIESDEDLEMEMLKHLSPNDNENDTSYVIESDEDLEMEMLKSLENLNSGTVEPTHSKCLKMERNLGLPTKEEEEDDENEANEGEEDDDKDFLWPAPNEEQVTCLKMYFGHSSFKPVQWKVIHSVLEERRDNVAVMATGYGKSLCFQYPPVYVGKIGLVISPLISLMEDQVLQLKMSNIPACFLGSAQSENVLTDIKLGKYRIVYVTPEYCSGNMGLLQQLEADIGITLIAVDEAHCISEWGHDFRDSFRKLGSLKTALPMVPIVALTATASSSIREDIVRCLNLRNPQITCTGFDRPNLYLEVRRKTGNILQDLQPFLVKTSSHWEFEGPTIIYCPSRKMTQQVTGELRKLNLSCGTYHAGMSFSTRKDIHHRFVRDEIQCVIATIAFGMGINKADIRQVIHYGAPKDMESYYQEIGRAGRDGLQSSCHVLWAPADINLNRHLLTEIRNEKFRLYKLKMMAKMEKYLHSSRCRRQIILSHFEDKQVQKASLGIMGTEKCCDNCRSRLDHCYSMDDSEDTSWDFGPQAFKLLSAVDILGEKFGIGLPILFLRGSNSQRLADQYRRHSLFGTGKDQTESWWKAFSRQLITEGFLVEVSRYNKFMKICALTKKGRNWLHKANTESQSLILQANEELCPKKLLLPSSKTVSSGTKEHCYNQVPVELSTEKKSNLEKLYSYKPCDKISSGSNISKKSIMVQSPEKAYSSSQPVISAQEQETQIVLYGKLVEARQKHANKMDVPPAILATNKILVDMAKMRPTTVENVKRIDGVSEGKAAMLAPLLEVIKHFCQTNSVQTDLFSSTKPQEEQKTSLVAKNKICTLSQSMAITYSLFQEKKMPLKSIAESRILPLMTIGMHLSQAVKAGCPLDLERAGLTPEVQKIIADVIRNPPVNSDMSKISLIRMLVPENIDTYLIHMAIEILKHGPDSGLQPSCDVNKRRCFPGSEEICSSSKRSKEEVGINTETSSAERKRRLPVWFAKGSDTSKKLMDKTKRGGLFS
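Screening of the MLSMR collection measured strand separation of a quenched forked DNA duplex (100 nM) by 20 nM WRN with 2 mM ATP, all final. Compounds were preincubated with enzyme 15 min at room temperature.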
IL-2 act: activators of IL-2; 360,000 compounds, 0.065% hits; activation, % (series mostly up to about 46 µM); IL-2 activation reporter assay, cell-based qHTS; stimulated with anti-CD3/CD4/CD28 beads; in transgenic mouse T cells; in the data active means activation above about 50%; inconclusive means mostly about 30% to 49%; further: 0% is about no effect
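Unstimulated transgenic mouse T cells, 750 per well, received compound and, after 60 minutes, anti-CD3/anti-CD4 bead plus anti-CD28 stimulation. EGFP and DsRed were quantified after 18 hours.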
PLK1 PBD block: blocks phosphopeptide binding to human PLK1 polo-box domain. 360,000 compounds, 2.8% hits. Potency, µM, without a hit: max response, negative = inhibition, hits mostly inhibitors. P53350. Plk1 PBD binding of FITC phosphopeptide, fluorescence polarization. AID 720504; further: potency means the concentration at half of the fitted maximal effect; series mostly up to about 57 µM; on the % scale 0 is the no-effect control and ±100 the full control effect; nearly all actives have a fitted effect of over 65% in size
Abeta rescue: restores growth of yeast expressing A-beta42 peptide | Potency, µM (highest dose often 46.1 µM), without a hit: at the highest dose growth rescue, usual class: activators | AID 1347071 | 410,000 compounds, 0.063% hits | yeast expressing A-beta42, growth rescue, OD600, 48 h; response scale: 0% DMSO, 100% iron-clioquinol control; further: potency means the concentration at half of the fitted maximal effect; nearly all actives have a fitted effect of over 55% in size
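Growth rescue measured by 600 nm absorbance after 48 h yeast culture at 30 C with compound. Values normalized between DMSO and an equimolar ferric chloride plus clioquinol control.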
EPAC1 antagonist: antagonists of human EPAC1; O95398; EPAC1 GEF assay, Rap1b-BODIPY-GDP exchange fluorescence; Potency, µM (series often up to 115 µM), for inactives: at the top dose activity change, negative = inhibition, most hits filed as inhibitors; 360,000 compounds, 0.14% hits;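 further: potency means the concentration at half of the fitted maximal effect; plate controls were vehicle for no effect and positive control for full effect; nearly all actives have a fitted effect of over 50% in size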
EPAC1 agonist: activates human EPAC1 exchange factor; Potency, µM (top dose mostly 154 µM), without a hit: at the top dose activation, usual class: activators; O95398; EPAC1 agonist qHTS, biochemical assay; response scale: 100% = response to 6.5 mM cAMP; 360,000 compounds, 0.073% hits; AID 720707; further: potency means the concentration at half of the fitted maximal effect; nearly all actives have a fitted effect of over 60% in size
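Compounds were pinned as a concentration titration into mixtures of EPAC1 (100 nM), BODIPY-GDP-loaded Rap1B (250 nM) and GDP (50 uM). After 5 min at room temperature, fluorescence was followed for 30 min; activity was scaled to 6.5 mM cAMP.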
PI5P4K alpha inh: blocks human PI5P4K alpha kinase activity. PI5P4Kalpha enzyme, ADP-Glo luminescence, 60 min; hits give low values. max response, %. 330,000 compounds, 1.2% hits. AID 652105; active means max response of -50% or lower; inconclusive means between -30% and -50%; inactive means -30% or higher; further: value at the top dose of about 77 µM; on the % scale 0 is the no-effect control and ±100 the full control effect
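ADP-Glo luminescence end-point read after a 60 min room-temperature kinase reaction of PI5P4Kalpha plus substrate, initiated with ATP at 5 microM final. Buffer: 0.038 M HEPES pH 7.4, EGTA, 0.1% CHAPS, 5% DMSO.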
* hit, by the source's call; ? = inconclusive; · = no result given; & = joins results of further samples; [ ] = remark or other dose. Unless noted, the call rests on the fitted dose curve; in most records, active means well fitted curve in the direction sought with a large enough effect; inconclusive means small, poorly fitted or top-dose-only effect, or another doubt; inactive means no such curve, though single readings can be large; an effect the other way counts as inactive or inconclusive.

SMILES	FUS yeast rescue	WRN helicase inh	IL-2 act	PLK1 PBD block	Abeta rescue	EPAC1 antagonist	EPAC1 agonist	PI5P4K alpha inh
COc1ccc(Cl)cc1C(=O)O/N=C(\N)c1ccccn1	-15%	-3%	0.4	-12%	-23%	-26%	9%	9
Cc1ccc(C)c(CC(=O)N2CCCCC2c2cc(C(=O)Nc3ccc(F)c(Cl)c3)no2)c1 (stereo unspecified)	?	-1%	-0.3	-2%	-16%	-16%	-2%	0
Cc1cc(-c2ccc(Cl)cc2)n2ncnc2n1	-33%	8%	1.2	5%	-16%	-8%	5%	7
Cc1noc(NS(=O)(=O)c2ccc(NC(=O)C(F)(F)C(F)(F)C(F)(F)F)cc2)c1C	3%	-5%	1.2	0%	-1%	1%	-8%	7
CCCS(=O)(=O)c1c(S(=O)(=O)CCC)c2ccc(C(N)=O)cn2c1C(=O)c1ccc(F)cc1	11%	3%	0.1	5%	-2%	2%	-6%	-2
CCOC(=O)NC(=O)c1cn(Nc2ccccc2C(F)(F)F)c(=O)[nH]c1=O	-7%	13%	1.8	-2%	-8%	10%	-17%	-5
COc1ccc(-c2nc3n(c2Br)CCC3)cc1	3%	-4%	-2.7	-8%	9%	-4%	-2%	-3
NC(=O)C1CCCN(C(=O)Nc2cccc3ccccc23)C1 (stereo unspecified)	6%	-14%	0.7	-1%	5%	5%	-5%	8
CC(=O)Nc1ccc(NC(=O)C(C)OC(=O)c2ccccc2NS(=O)(=O)c2cccs2)cc1 (stereo unspecified)	17%	-17%	4.2	-1%	-6%	-35%	-2%	-7
COc1ccc(-n2nnnc2SCC#CCO)cc1	11%	-10%	-0.7	4%	9%	6%	6%	0
Cc1noc(C)c1CSc1nc2ccccc2[nH]1	-12%	-12%	0.0	-2%	20%	1%	5%	3
O=C(CSc1nnc(-c2ccco2)o1)c1ccccc1Cl	22µM*	-20%	0.0	-16%	-4%	-15%	-11%	-19
CC(=O)c1ccc(OCc2cc(C(=O)N(C)C(C)c3nccs3)no2)cc1 (stereo unspecified)	9%	-5%	-2.7	-15%	0%	-10%	-3%	1
CC(OC(=O)c1cc2sccc2n1C)C(=O)NC(C)(C)C (stereo unspecified)	-27%	-2%	3.9	-12%	0%	-15%	-1%	1
COc1ccc(C(CNC(=O)COc2cc(C)c(Cl)c(C)c2)N2CCCCC2)cc1 (stereo unspecified)	11%&-6%	5%	-2.8	-5%	-3%&-11%	9%	6%	1
O=C1C(c2ccc(F)cc2)N(Cc2ccc3c(c2)OCO3)C(=O)CN1C1CCCCCC1 (stereo unspecified)	26%	-10%	-0.4	2%	0%	-1%	13%	·
Cc1ccc(S(=O)(=O)N2CCOCC2)cc1NC(=O)CSc1nnnn1C	22%	-4%[57.1 µM]	-1.4	2%	10%	?	-9%	6
Cc1cccc([C@@H]2[C@@H]3C(=O)N(Cc4ccccc4)C(=O)[C@@H]3[C@]3(C)C(=O)N(c4ccc(C(F)(F)F)cc4)C(=O)N23)c1	?	-6%	1.6	-5%	6%	-23%	-9%	14
O=C(COC(=O)CSc1ccc2ccccc2c1)NC1CCCC1	·	3%	-0.7	-9%	16%	-18%	-1%	-3
COc1ccc(CCN2C(=NC(=O)C(C)C)SC3CS(=O)(=O)CC32)cc1OC (stereo unspecified)	-5%	-33%	-0.2	-10%	-1%	-1%	8%	-7
S=C(NCCCN1CCOCC1)N1CCN(c2nc(-c3ccccc3)cs2)CC1	-2%	-7%	-3.5	-21%	9%	-10%	2%	9
Cc1ccc(S(=O)(=O)N/N=C/c2ccc(C#N)cc2)cc1	-4%	-2%	-0.6	-6%	29%	4%	0%	-3
Cn1c(N)c(C(=O)CSc2nnc(C3CC3)n2-c2ccccc2)c(=O)[nH]c1=O	3%	-11%	-0.6	1%	2%	4%	2%	2
CCC(C)n1c(NC(=O)c2ccccc2)c(C#N)c2nc3ccccc3nc21 (stereo unspecified)	20%	-26%	0.4	17%	17%	?	-10%	-8
CCOc1cc(Br)ccc1S(=O)(=O)N1CCC(C(N)=O)CC1	·	3%	-4.7	6%	0%	-7%	-3%	-3
SMILES	FUS yeast rescue	WRN helicase inh	IL-2 act	PLK1 PBD block	Abeta rescue	EPAC1 antagonist	EPAC1 agonist	PI5P4K alpha inh
COc1ccccc1NC(=O)CCC(=O)OCc1ccc([N+](=O)[O-])cc1	-30%	8%	-1.4	0%	2%	-22%	-8%	-4
Cc1cc(C)nc(NC(=O)COc2cc(Cl)cc(Cl)c2)n1	-6%	-4%	-1.9	-5%	-2%	4%	3%	-1
CCOC(=O)C1CCN(C(=O)N(CC)CC)CC1	-13%	-4%	-2.8	-4%	-3%	5%	7%	2
Brc1cc(Br)c2nc(-c3ccc(N4CCOCC4)cc3)ccc2c1	·	-5%	0.1	3%	-17%	-2%	0%	23
O=C(O)CCC(=O)Nc1ccccc1C(=O)NCCc1ccccc1	-12%	-1%	-1.9	-23%	5%	-7%	8%	-5
CNS(=O)(=O)c1cc(Nc2ncnc3sccc23)ccc1C	-4%	2%	-3.2	-12%	-4%	2%	6%	-18
Cc1ccc2oc(-c3ccco3)cc(=O)c2c1	-2%	1%	-1.5	1%	-27%	-11%	-1%	1
CCS(=O)(=O)c1ccc(-c2cccc(NC(=O)COc3ccc(Cl)cc3)c2)nn1	3%	-3%[57.1 µM]	5.9	-14%	12%	-27%	-2%	0
O=C(NNc1nc(-c2ccccc2)cs1)c1ccccc1	·	0%	-0.5	?	0%	13%	-14%	-10
COc1ccc(C(=O)N/N=C/c2c(C)nn(-c3ccccc3)c2OC)cc1	20%	-1%	-3.2	4%	0%	0%	-1%	-1
Cc1cc(C)cc(NC(=O)CN(C)S(=O)(=O)c2cnc[nH]2)c1	8%	5%	0.1	-4%	16%	1%	4%	-3
CC(=O)c1cccc(N2C(=O)C3C4CCC(C4=C(C)C)C3C2=O)c1 (stereo unspecified)	·	1%	-0.6	-6%	1%	12%	3%	-5
O=C(CSc1nnc(CNC(=O)c2cccs2)o1)NC1CCCC1	18%	2%[57.1 µM]	-3.6	-13%	-24%	5%	0%	-4
O=C(Nc1ccc(C(F)(F)F)cc1)C1=NN(C2CCS(=O)(=O)C2)C(=O)CC1 (stereo unspecified)	-4%	5%	-0.3	-4%	-4%	-7%	-9%	-16
COc1ccc(C(=O)c2ccc(CC#N)s2)cc1	14%	-18%	0.8	1%	-1%	-2%	6%	-28
Cc1ccc(-c2nc(C#N)c(NCCc3ccccn3)o2)cc1	-8%	-2%	0.8	-3%	3%	0%	5%	2
COC(=O)C[C@H]1C[C@H]2c3cc(NS(=O)(=O)c4cccc(OC)c4)ccc3O[C@H]2[C@@H](CO)O1	-12%	-1%	0.5	-13%	-2%	-15%	0%	-3
Cc1ccc(CN(C)C(=O)c2ccccc2Sc2ccccc2C#N)cc1	44%	-1%	-3.0	-11%	-8%	-28%	-2%	11
OC(c1ccccc1)c1nc(-c2ccc3c(c2)OCO3)cs1 (stereo unspecified)	-7%	1%	0.4	-3%	25%	-9%	2%	-3
O=C(c1ccccc1)c1coc2ccc(O)c(Cl)c12	26%	-10%	-2.1	-9%	-12%	?	19%	·
CCN(C(=O)COC(=O)c1ccc(OCc2c(C)noc2C)cc1)c1ccccc1	31%	-32%	-0.1	-10%	9%	3%	8%	-9
C=CCn1c(=O)c2c(nc3n2CC(C)CN3Cc2ccccc2)n(C)c1=O (stereo unspecified)	29%	3%	0.1	-1%	·	-9%	-4%	-6
CCCNC(=O)C1(C)CCCN(C(=O)c2cccc(C#N)c2)C1 (stereo unspecified)	-14%	1%	6.0	-4%	2%	13%	7%	4
CC(=O)Nc1cccc(-c2ccnc3c2CC(C)(C(=O)Nc2ccc(Cl)cc2)O3)c1 (stereo unspecified)	?	-7%	-0.2	-2%	-6%	?	10%	-3
COc1ccc(-c2n[nH]c3c2CN(C(=O)c2ccc(F)cc2)CC3)cc1	19%	-2%	-1.5	-1%	-11%	10%	-2%	-4
SMILES	FUS yeast rescue	WRN helicase inh	IL-2 act	PLK1 PBD block	Abeta rescue	EPAC1 antagonist	EPAC1 agonist	PI5P4K alpha inh
COc1ccc(-c2noc(CCC(=O)N3CCN(c4cccc(C)c4)CC3)n2)cc1	-15%	-7%	-0.7	0%	3%	-3%	8%	1
CCc1ncc(CN2CCC(C(=O)Nc3ccc(-n4nc(C)cc4C)cc3)CC2)cn1	13%	3%	-1.5	-1%	-20%	21%	-9%	3
CCCCP(=O)(CCCC)Cc1ccccc1O	-3%	-10%	0.7	-2%	15%	1%	0%	3
Cc1cc(C)c(NC(=O)COC(=O)C2=COCCO2)c(Cl)c1	2%	-1%	-4.7	-2%	14%	2%	9%	2
N#Cc1ccc(NC(=S)/N=C(\N)c2ccccc2)cc1	-16%	-3%	2.1	3%	?	-3%	1%	6
Cc1cc(N/N=C/c2cccc([N+](=O)[O-])c2)nc(-n2nc(C)cc2C)n1	-8%	3%	0.0	-5%	2%	12%	6%	1
Cc1cccc(C(=O)O/N=C(/c2ccccc2)c2ccncc2)c1	6%	-8%	0.3	-13%	-19%	1%	6%	8
CC(C)CN(C(=O)c1cc(=O)[nH]c2ccccc12)c1c(N)n(Cc2ccccc2)c(=O)[nH]c1=O	21%	-7%	-0.5	0%	5%	-6%	-5%	0
CCOc1ncccc1C(=O)OCC(=O)Nc1ccc(C(C)C)cc1	29%	-1%	-4.4	-23%	13%	-12%	1%	-5
CCN(CC)C(=O)C1=C(C)N(CCCOC)C(=O)C(CC(=O)NC2CCCC2)C1 (stereo unspecified)	-11%	-5%	0.8	2%	7%	13%	9%	-2
CCOC(=O)C1C(C(=O)OC)=C(c2ccc(F)cc2)c2ccccc2N1S(=O)(=O)C(F)(F)F (stereo unspecified)	23%	-4%	-0.4	-12%	-6%	-16%	-5%	-2
Cc1noc(C)c1CSc1ncnc2ccccc12	10%	-1%	0.2	0%	-22%	1%	5%	10
CSCCC(NC(=O)c1ccccc1)C(=O)N1CCN(C(=O)c2ccccc2)CC1 (stereo unspecified)	-13%	1%	0.3	6%	16%	-2%	9%	0

Among those listed so far, these have a furan ring, fused or not:
SMILES	FUS yeast rescue	WRN helicase inh	IL-2 act	PLK1 PBD block	Abeta rescue	EPAC1 antagonist	EPAC1 agonist	PI5P4K alpha inh
O=C(CSc1nnc(-c2ccco2)o1)c1ccccc1Cl	22µM*	-20%	0.0	-16%	-4%	-15%	-11%	-19
Cc1ccc2oc(-c3ccco3)cc(=O)c2c1	-2%	1%	-1.5	1%	-27%	-11%	-1%	1
O=C(c1ccccc1)c1coc2ccc(O)c(Cl)c12	26%	-10%	-2.1	-9%	-12%	?	19%	·
